Source: PubChem BioAssay
ER stress rescue = rescue of cells from ER stress-induced death, primary screen, 384-well, CSM14.1, thapsigargin, ATP luminescence (AID 1222); CSM14.1 thapsigargin-induced death rescue, ATP luminescence; higher % means a stronger effect; 190,000 tested, under 10 active; cellular ATP content (survival), % at 20 µM, or EC50 in µM where a hit was titrated;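 active = EC50 below 50 µM in the dose-response confirmation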;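 also: death triggered by thapsigargin at about 15 µM added after 2 h compound pretreatment; cell ATP read after overnight thapsigargin exposure of roughly 18 to 22 hours; normalized against plate controls of thapsigargin alone and 5% DMSO vehicle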
PhoP inhibition = PhoP-dependent GFP reporter repression – Salmonella Typhimurium, primary screen (AID 1863). one-dose inhibition, % at 50 µM; IC50 in µM for titrated hits. S. Typhimurium PhoP-regulated promoter GFP reporter, 4 h; higher % means a stronger effect. hit rate 0.16% among 300,000;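 active = inhibition over 29.93%, a cutoff 3 SD above the screen mean, later confirmed by dose response; inconclusive = inhibition over 29.93% but no dose response follow-up; inactive = inhibition at most 29.93% or unconfirmed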;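 also: 0% = low Mg2+ inducing control and 100% = high Mg2+ repressing control; strong numbers were not always called active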
TNAP activation fold = human TNAP enzyme activators, primary screen, biochemical, luminescent, no phosphate acceptor, uHTS (AID 1001); purified TNAP, luminescent activation assay, no phosphate acceptor; higher activation fold means a stronger effect; one-dose activation fold at 20 µM; EC50 in µM for titrated hits; hit rate 0.03% among 200,000; in the data active = activation fold from about 3, or a potency from the dose series; inactive = the rest, 99 in 100 with activation fold below about 1.6; also: many of its hits are not listed in these tables
human PMI inhibitors = human PMI inhibitors, high substrate, primary screen, biochemical, fluorescence intensity, high mannose 6-phosphate (AID 1220); hit rate 0.66% among 190,000; recombinant PMI enzyme, coupled fluorescence intensity; higher % means a stronger effect; one-dose inhibition, % at 20 µM; IC50 in µM for titrated hits
RSV antiviral HEp-2 = RSV antiviral activity via CPE protection, HEp-2 cells, primary 10 µM value included (AID 2391) | HEp-2 cells, RSV-induced CPE inhibition; higher % means a stronger effect | CPE inhibition, % at 10 µM; hits with a dose series show IC50 in µM | hit rate 0.13% among 310,000; in the data active = a potency from the dose series; inconclusive = CPE inhibition mostly from about 23% at the one dose, without a potency; inactive = the rest, 99 in 100 with CPE inhibition below about 21%; also: strong numbers were not always called active
Large T inhibition = SV40 large T antigen inhibitors, biochemical (AID 1903) | one-dose inhibition, % at 20 µM; IC50 in µM for titrated hits | SV40 large T antigen ATPase/helicase inhibition assay; higher % means a stronger effect | hit rate 0.39% among 310,000; in the data active = a potency from the dose series; inconclusive = inhibition mostly from about 32% at the one dose, without a potency; inactive = the rest, 99 in 100 with inhibition below about 32%; also: strong numbers were not always called active
human PMI inhibition = inhibitors of human PMI, primary screen, biochemical, fluorescence intensity, coupled assay (AID 1209); purified PMI enzyme, coupled fluorescence intensity; higher % means a stronger effect; one-dose inhibition, % at 20 µM; IC50 in µM for titrated hits; hit rate 0.42% among 190,000;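 also: plate controls were DMSO vehicle for no effect and wells lacking substrate for full effect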
Ins promoter up = MIN6 insulin promoter up-regulation; MIN6 insulin promoter-GFP reporter, high-content imaging; hits give high values; z-score at 5 µM; hit rate 0.3% among 190,000;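 active = z-score above 3 at 5 µM with at least 500 cells counted in the well; inconclusive = wells under 500 cells, flagged as cytotoxic or low count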
West Nile antiviral = West Nile virus antiviral activity, cell-based, CPE readout (AID 1621) | West Nile virus-infected cells, CPE inhibition; higher % means a stronger effect | CPE inhibition, % at 10 µM, or IC50 in µM where a hit was titrated | hit rate 0.02% among 290,000; in the data active = a potency from the dose series; inconclusive = CPE inhibition mostly from about 3.7% at the one dose, without a potency; inactive = the rest, 99 in 100 with CPE inhibition below about 2.2%; also: strong numbers were not always called active
Ins promoter up cell count = recorded beside Ins promoter up, whose call it bears; cell count; measured here: cytotoxicity, nuclei count;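 total cells summed across four imaged fields per well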
* hit, by the source's call; ? = inconclusive; . = not tested or not shown. Rule as the data show it, unless noted: active = inhibition above about 50%; inactive = the rest.

The line under a structure holds: ER stress rescue	PhoP inhibition	TNAP activation fold	human PMI inhibitors	RSV antiviral HEp-2	Large T inhibition	human PMI inhibition	Ins promoter up	Ins promoter up cell count	West Nile antiviral
> O=C(Nc1ccc(S(=O)(=O)Nc2nccc(C3Cc4ccccc4C(=O)O3)n2)cc1)c1ccccc1 (centres undefined)
 : 0.3%	-8%	1.2	-8%	0.1%	5%	3%	.	.	1.4%
> Cc1cccc(OCCCCc2c(C)n[nH]c2C)c1
 : 0.5%	-9%	1	1%	1.7%	13%	0%	-2.1	975	1.3%
> Cc1ccc(-c2csc3nc(SCC(=O)Nc4ccc(Cl)c(C(=O)O)c4)[nH]c(=O)c23)cc1
 : .	-9%	.	.	0.1%	16%	.	.	.	-0.1%
> COC(=O)CC1C(C(=O)OC)ON2OC(C(=O)OC)C(C(=O)OC)C12 (centres undefined)
 : -1.3%	-8%	1.1	-10%	1.8%	6%	-14%	-0.13	1200	0.7%
> O=C(CCn1cnnn1)NC1CCCN(Cc2ccccc2F)C1 (centres undefined)
 : .	-1%	.	.	1.7%	16%	.	.	.	0.1%
> Cc1ccc(CNC(=O)CSc2ncn[nH]2)cc1
 : .	2%	.	.	-0.5%	-2%	.	.	.	0.2%
> Cc1ccc(Nc2c([N+](=O)[O-])ccc3nonc23)cc1C
 : .	1%	.	.	2.7%	12%	.	.	.	-1.5%
> COc1ccc(CCNC(=O)c2cc(Cl)nc3ccccc23)cc1
 : .	-7%	.	.	1.6%	12%	.	.	.	-1.1%
> CCN1CCN(CC(=O)Nc2nc3ccc(OC)cc3s2)CC1
 : -2.0%	27%	1	-5%	-1.7%	7%	-3%	0.48	991	.
> O=C(CCCN1C(=O)c2ccccc2C1=O)NCCN1C(=O)S/C(=C\c2cccs2)C1=O
 : 1.9%	-5%	0.9	-12%	1.5%	4%	-13%	1	1181	0.3%
> Cc1cccc(N2CCN(C3=NC(=O)/C(=C\c4cn[nH]c4-c4ccccc4)S3)CC2)c1
 : 3.0%	6%	1.1	11%	3.9%	5%	12%	0.33	1522	-0.8%
> Cc1ccc(N2CC(C(=O)Nc3ncc([N+](=O)[O-])s3)CC2=O)cc1 (centres undefined)
 : .	-4%	.	.	1.8%	4%	.	.	.	-0.2%
> Cc1cc(NC(=O)CCCn2nc([N+](=O)[O-])c(Cl)c2C)no1
 : 1.1%	2%	1.1	6%	1.3%	11%	2%	0.7	1643	-0.1%
> CCN(CC)CCCn1c(=S)[nH]c2cc(Cl)ccc2c1=O
 : .	0%	1	2%	-2.5%	0%	9%	-0.3	1380	-1.0%
> CCc1ccc(-c2csc3ncn(CC(=O)NCc4ccco4)c(=O)c23)cc1
 : .	-1%	.	.	?	9%	.	0.23	1072	1.3%
> CCCOc1cccc(CN2CCCCC2c2cccnc2)c1 (centres undefined)
 : 2.0%	-9%	1.2	-11%	-1.3%	7%	-7%	-0.93	1000	-0.3%
> C=CCN(Cc1ccc(OC)c(OC)c1)C(=O)c1cc2cc(F)ccc2[nH]1
 : .	5%	.	.	15%	6%	.	.	.	-1.5%
> CN1C(C(=O)NCc2ccc(OC(F)(F)F)cc2)CC2Cn3c(nc4cc(Cl)c(Cl)cc43)C21 (centres undefined)
 : .	3%	.	.	10%	-3%	.	1.2	626	-0.6%
> COC(=O)c1cc(Cl)c(NC(=O)/C=C/c2ccc(Cl)cc2)cc1OC
 : -1.7%	-4%	1.1	10%	-3.3%	3%	10%	-0.28	2017	.
> COc1ccc(NC(=O)C2CCCCN2CC(=O)OCc2ccccc2)cc1OC (centres undefined)
 : 0.2%	-4%	1.1	-5%	0.3%	6%	-15%	-0.36	1506	1.0%
> N=C1/C(=C/c2cccn2-c2ccc([N+](=O)[O-])cc2)C(=O)N=C2SC=CN12
 : -2.9%	-2%	0.9	4%	1.0%	17%	13%	0.12	1308	0.2%
> Cc1ccc(-c2nnc(Nc3cccc(O)c3)c3ccccc23)cc1S(=O)(=O)NCCO
 : .	1%	.	.	0.1%	34%	.	.	.	0.6%
> COc1cc(C2C3=C(CC(C)(C)CC3=O)OC(N)=C2[N+](=O)[O-])ccc1O (centres undefined)
 : -0.8%	-6%	1	-8%	0.8%	16%	-2%	-0.19	1454	1.4%
> O/N=C\c1ccc2noc(-c3ccc(Cl)cc3)c2c1
 : .	-7%	.	.	2.1%	5%	.	.	.	0.0%
> COc1ccc2cc(C3CC(c4cccs4)=NN3C(C)=O)c(Cl)nc2c1 (centres undefined)
 : .	1%	.	.	0.4%	7%	.	0.26	825	0.1%
> O=C(c1cnc2n(c1=O)CCS2)N(c1ccccc1)C1CCCCC1
 : -0.8%	0%	0.9	-10%	0.3%	1%	-16%	.	.	-0.1%
> CSc1nnc(C)c(=O)n1COC(=O)c1cc(Cl)ccc1[N+](=O)[O-]
 : 2.4%	-9%	1	-9%	0.9%	16%	-16%	1.7	1219	0.5%
> CCCC(=O)Nc1sc2c(c1C(=O)OCC)CC(C)(C)OC2
 : -0.6%	-8%	1	.	0.0%	1%	.	.	.	-0.1%
> Cc1cc(/C=N/N2CCN(C)CC2)c(C)n1-c1ccccc1F
 : -1.6%	-1%	1.1	4%	0.8%	6%	-1%	-0.11	1222	-0.2%
> CCCn1c(N)c(N(CCOC)C(=O)c2cccc(F)c2)c(=O)[nH]c1=O
 : .	-3%	.	.	0.4%	9%	.	.	.	-0.6%
> C(=C\c1ccccc1)/CN1CCN(c2ncnc3c2oc2ccccc23)CC1
 : 2.2%	26%	1.1	12%	.	9%	13%	?	.	-0.1%
> CC1(C)C(C=C(Cl)Cl)C1C(=O)NC(O)C(=O)c1ccccc1 (centres undefined)
 : .	4%	.	.	4.0%	17%	.	.	.	-0.5%
> COc1ccccc1C(=O)Nc1nc(-c2cccs2)c(NC(C)=O)s1
 : -2.9%	-5%	1.1	12%	0.0%	5%	13%	.	.	0.1%
> CC(=O)Cn1nnc2sc(-c3ccccc3)cc2c1=O
 : 3.5%	-6%	1	8%	?	22%	3%	-0.04	1256	-0.8%
> CC(C)(C)n1nc2c(c1NC(=O)c1ccc(S(=O)(=O)N3CCCC3)cc1)CS(=O)C2 (centres undefined)
 : -1.0%	-8%	1.1	-3%	1.8%	0%	6%	0.36	957	0.3%
> Cc1ccccc1OCC(O)CN1CCN(C)CC1 (centres undefined)
 : -1.3%	-2%	1	-8%	0.1%	11%	-12%	0.7	1436	0.0%
> NS(=O)(=O)c1ccc(-n2nncc2C23CC4CC(CC(C4)C2)C3)cc1
 : 1.1%	-13%	1	-10%	1.0%	12%	-15%	.	.	-0.2%
> O=C(CN1CCN(C(=O)N2CCCCC2)CC1)Nc1ccc(F)cc1
 : -1.6%	1%	1.1	6%	1.4%	15%	4%	-0.25	1988	-0.6%
> CCOC(=O)c1ccc(-c2ccc(C=O)o2)cc1
 : .	-2%	.	.	.	14%	.	0.2	988	1.0%
> Cc1ccc(CN2C(=O)CCC2C(=O)NCCCN2CCCCC2C)cc1 (centres undefined)
 : -2.5%	10%	1.1	9%	.	-4%	6%	1.5	1315	0.1%
> Cc1cc(C(=O)NNC(=S)NCc2ccco2)nn1C
 : -1.2%	4%	2.4	3%	0.6%	-5%	0%	-1.1	1568	0.7%
> Cc1cc(C)c(S(=O)(=O)Nc2ccnc(-c3cccnc3)n2)c(C)c1
 : -2.1%	-11%	1	-16%	0.6%	15%	-33%	0.45	1318	0.3%
> O=C(COC(=O)c1cc[n+]([O-])cc1)Nc1ccc(SC(F)F)cc1
 : .	-9%	.	.	2.5%	18%	.	-0.18	922	0.3%
> Cc1cc(C(=O)NC(C)c2ccncc2)cs1 (centres undefined)
 : -1.8%	1%	1	3%	.	-2%	9%	.	.	0.8%
> CC(=O)c1c[nH]c(C(=O)NC2CCCCCC2)c1
 : .	-7%	.	.	1.0%	25%	.	.	.	-0.2%
> C=C(C)c1cccc(C(C)(C)NC(=O)N2CCC(C(N)=O)CC2)c1
 : -0.1%	-6%	1.1	6%	0.8%	0%	-4%	-0.45	1186	-0.4%
> S=C1NC(c2cccs2)=CC(c2ccc(Br)cc2)N1 (centres undefined)
 : -7.4%	21%	1	-36%	?	10%	-18%	0.52	1304	-1.0%
> Cc1cc(=O)n2[nH]c(C)cc2n1
 : -3.8%	-2%	1.2	-1%	-1.9%	-8%	0%	-0.47	1338	-0.3%
> O=[n+]1c2c(n([O-])c3c1CCC3)CCCC2
 : -2.7%	-2%	1.1	-6%	2.5%	5%	-2%	-0.49	1274	0.4%
> CCCc1c(C)nc2ccccc2c1SCCC#N
 : -0.8%	1%	1	-125%	2.7%	21%	-58%	0.24	1384	0.7%
> Nc1nc(SCc2nc3scc(-c4ccccc4)c3c(=O)[nH]2)n[nH]1
 : -1.9%	-3%	1.4	8%	2.5%	-1%	12%	.	.	1.4%
> O=C(CSc1nnc(CNc2ccc(F)cc2)o1)N1CCCc2ccccc21
 : 0.7%	-15%	1.2	4%	1.1%	9%	6%	-0.87	1203	-0.9%
> O=[N+]([O-])c1ccc(Sc2n[nH]c(-c3ccc(Cl)cc3Cl)n2)nc1
 : -2.9%	1%	0.6	-2%	?	1%	10%	0.29	1641	-0.4%
> Cc1csc(SCC(=O)NC(=O)NCc2ccccc2)n1
 : -2.0%	0%	1.1	3%	0.8%	-5%	4%	-0.75	1305	-0.1%
> O=C1c2ccccc2C(=O)N1CCC1=CCCCC1
 : -1.3%	1%	1	0%	1.1%	2%	1%	0.34	916	-0.2%
> CC(=O)c1ccc(OC(C)C)c(CC(C(N)=O)C(N)=O)c1
 : 0.5%	10%	1.1	9%	1.1%	1%	14%	-0.11	958	-0.1%
> CC1CCCCN1S(=O)(=O)c1ccc(N(C(=O)c2cnccn2)C(C(=O)NC2CCCC2)c2cccs2)cc1 (centres undefined)
 : 0.4%	-7%	1.2	4%	3.0%	1%	15%	-1.1	1465	-1.2%
> CCn1c(SCC(=O)N/N=C/C=C\c2ccco2)nc2ccccc21
 : 1.3%	-2%	1.2	41%	1.8%	29%	16%	-0.86	1384	-0.3%
> O=C(C1CCC(CNS(=O)(=O)c2cccs2)CC1)N1CCN(c2ccc(Cl)cc2)CC1 (centres undefined)
 : .	-5%	.	.	3.9%	23%	.	.	.	-0.5%
> O=C(COc1ccc(Cl)cc1)c1ccc(O)cc1O
 : .	0%	.	.	14%	22%	.	0.07	1072	0.4%
> COc1ccc(C2CC(c3cccc(OC)c3OC)n3nnnc3N2)cc1 (centres undefined)
 : -2.6%	-5%	0.9	0%	1.0%	4%	-4%	-0.58	900	-0.7%

An unsorted share of the library; any-hit rate near 1.5%.
